# E-selectin induc – E-selectin induction in HUVECs, primary screen, imaging, HUVEC, immunofluorescence imaging, single point. hit rate 0.37% among 260,000. activation, % at 7.58 µM. normalized: neutral wells 0, TNF-alpha wells 100. P16581;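 active means mean E-selectin-positive cell signal at least 10% of the positive control, reached in at least 60% of replicates, without over 20% cell loss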;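 further: in these data hits start at about 27%; measured in HUVEC primary endothelial cells; signal is the percent of cells scored E-selectin positive by PE staining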
# Target sequence (P16581 whole entry, looked up): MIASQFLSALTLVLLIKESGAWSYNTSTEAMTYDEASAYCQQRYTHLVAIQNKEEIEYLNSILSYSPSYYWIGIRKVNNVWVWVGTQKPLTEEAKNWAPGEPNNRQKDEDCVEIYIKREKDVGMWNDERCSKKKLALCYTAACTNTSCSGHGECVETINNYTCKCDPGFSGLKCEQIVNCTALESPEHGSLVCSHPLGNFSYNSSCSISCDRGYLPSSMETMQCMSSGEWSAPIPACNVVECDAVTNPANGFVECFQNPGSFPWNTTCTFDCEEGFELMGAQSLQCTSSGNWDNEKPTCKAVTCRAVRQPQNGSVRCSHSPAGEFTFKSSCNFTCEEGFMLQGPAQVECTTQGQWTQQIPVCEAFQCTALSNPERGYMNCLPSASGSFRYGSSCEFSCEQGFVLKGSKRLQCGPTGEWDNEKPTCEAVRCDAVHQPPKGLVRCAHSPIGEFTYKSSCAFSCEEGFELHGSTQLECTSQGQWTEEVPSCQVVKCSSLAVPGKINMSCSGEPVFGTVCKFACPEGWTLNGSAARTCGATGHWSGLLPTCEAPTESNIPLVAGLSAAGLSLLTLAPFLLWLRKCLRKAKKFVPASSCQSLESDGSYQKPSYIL
#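 Test system – human umbilical vein endothelial cells (HUVEC), E-selectin induction · Input – 3,000 HUVEC seeded per well · Buffer or medium – EGM-2, gelatin · Compound dosing – single-point compound dose · Detection – immunofluorescence imaging · Measure – percent E-selectin-positive cells · Controls – TNF-alpha high, DMSO low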
# ARNT TACC3 PPI – disruptors of ARNT/TACC3 protein interaction, primary screen, biochemical, AlphaScreen, single concentration. AlphaScreen His-ARNT PAS-B/GST-TACC3 binding, luminescence; TACC3 fragment carries E629A point mutation. inhibition, % at 9.99 µM. hit rate 0.66% among 390,000;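 active means mean inhibition of replicates at least 50% and at least half of replicates each reaching 50%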;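 further: 0% = complete ARNT plus TACC3 wells and 100% = ARNT alone without TACC3; many hits fall short of the cut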
# esBAF inh – Bmi1 luciferase reporter increase in mESCs, primary screen, esBAF inhibitor project, mouse ES cells, Bmi1 luciferase knock-in, single point; 24 h; 100% = twice the neutral-well signal; reporter increase, % at 12.5 µM; hit rate 2% among 350,000; AID 602393, 2012; in the data active means activation above about 40%;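 further: 0% = median of the plate's neutral control wells and 100% = double that signal; a rise in the Bmi1 reporter signal indicates esBAF inhibition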
# RAD52 anneal inh – RAD52 DNA annealing inhibitors, primary screen, biochemical, FRET, single point, set 2; recombinant RAD52 DNA annealing, FRET fluorescence; inhibition, % at 18.7 µM; hit rate 0.46% among 360,000; DNA repair protein RAD52 homolog (Homo sapiens), P43351;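 active means every replicate showing at least 50% inhibition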
# Target sequence (P43351 whole entry, looked up): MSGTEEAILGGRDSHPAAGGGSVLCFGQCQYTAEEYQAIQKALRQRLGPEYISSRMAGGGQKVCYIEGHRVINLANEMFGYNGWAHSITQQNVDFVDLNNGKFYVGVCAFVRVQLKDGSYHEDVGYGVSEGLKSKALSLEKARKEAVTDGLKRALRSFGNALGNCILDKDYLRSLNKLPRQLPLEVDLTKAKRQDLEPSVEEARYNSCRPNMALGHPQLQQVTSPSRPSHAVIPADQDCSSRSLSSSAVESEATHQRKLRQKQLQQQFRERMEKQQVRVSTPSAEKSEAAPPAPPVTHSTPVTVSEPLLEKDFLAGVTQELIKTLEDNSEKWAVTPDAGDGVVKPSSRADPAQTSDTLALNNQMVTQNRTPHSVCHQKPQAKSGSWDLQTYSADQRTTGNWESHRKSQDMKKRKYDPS
# PglD inh – C. jejuni PglD acetyltransferase inhibitors, primary screen, biochemical, DTNB colorimetric, single point; UDP-N-acetylbacillosamine N-acetyltransferase PglD (Campylobacter jejuni); purified PglD enzyme, DTNB colorimetric CoA detection; inhibition, % at 12.5 µM; hit rate 0.098% among 360,000; AID 602405, 2012; in the data active means inhibition above about 16%, passing the limit was not always enough; further: strong numbers were not always called active
# CASP6 VEID inh – human caspase-6 inhibitors, primary screen, biochemical, VEID-R110 fluorescence, single point, set 2. P55212. purified caspase-6, Z-VEID-R110 cleavage fluorescence. inhibition, % at 12.5 µM. hit rate 0.53% among 350,000. AID 686996, 2013;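 active means mean inhibition across replicates at least about 35%, with every replicate also reaching that limit, limit read from the data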;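 further: 0% = median of neutral control wells and 100% = no fluorescence left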
# ERp5 block – inhibitors of ERp5-driven insulin aggregation, primary screen, biochemical, turbidity, absorbance 650 nm, single point. 90 min. inhibition, % at 9.99 µM. hit rate 0.05% among 350,000. AID 651711, 2012;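 active means mean replicate inhibition above about 25%, with every replicate also reaching it, limit read from the data, passing the limit was not always enough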
# RAD54 branch – inhibitors of human RAD54 branch migration, primary screen, biochemical, fluorescence, single point; inhibition, % at 10.4 µM; RAD54 Holliday junction branch migration, FAM/BHQ fluorescence; DNA repair and recombination protein RAD54-like (Homo sapiens), Q92698; hit rate 0.14% among 360,000;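 active means mean normalized replicate activity at least 40 and at least half of replicates scoring 40 or more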;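 further: 0% = median of neutral control wells and 100% = median of positive control wells; inhibitors cause a drop in the FAM fluorescence signal; in these data hits start at about 50%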
# Active calls of the source: *; x = not tested or not shown.
SMILES,E-selectin induc,ARNT TACC3 PPI,esBAF inh,RAD52 anneal inh,PglD inh,CASP6 VEID inh,ERp5 block,RAD54 branch
CCN(CC(=O)NC1CC1)S(=O)(=O)c1ccc(OC)cc1,-0.6,3,x,-5,-2,-1,8,5
CCC(C)c1ccc(N(CC(=O)NC(C)(C)C)C(=O)CNC(=O)c2cccs2)cc1 (stereo unspecified),-0.2,-3,-7,4,-1,-1,1,1
CCOc1ccc(NC(=O)CN(C)C(=O)C2CCN(C(=O)Nc3ccccc3)CC2)cc1OCC,-0.9,12,-2,10,5,3,2,-9
CN(Cc1ccccc1Cl)C(=O)CCNC(=O)c1ccco1,6.4,0,1,-2,x,2,-1,x
COc1ccc(NC(=O)CS(=O)(=O)c2ccc(C)cc2)c(OC)c1,x,-5,1,-12,7,-2,1,-13
C[C@H](CO)N1C[C@H](C)[C@H](CN(C)S(C)(=O)=O)Oc2ccc(NC(=O)CCCCCC(=O)Nc3ccccc3N)cc2CC1=O,-5.3,28,-2,2,-2,2,-2,5
C[C@H]1CN([C@@H](C)CO)C(=O)c2cccc(N(C)C)c2O[C@H]1CN(C)Cc1ccc(C(=O)O)cc1,-8.9,-12,-1,-10,0,-4,3,3
Cc1ccc(C)c(N2CCN(C(=O)CN(C)S(=O)(=O)c3cnc[nH]3)CC2)c1,x,8,-3,x,1,x,x,-3
COC(=O)Nc1nnc(CCc2ccccc2)s1,x,4,1,x,-2,x,x,-6
CCOC(=O)c1ccccc1Cc1nc2ccccc2c(=O)[nH]1,x,-18,x,-15,-7,1,3,-3
Cc1ccc([C@H]2C[C@@H](O)[C@H](n3cc(C4CC4)nn3)CN2Cc2cccs2)cc1,4.7,x,1,-17,3,-1,2,-5
Cc1ccc(C2CC(=O)N(c3ccc(F)cc3)C3=C2C(=O)CCC3)cc1 (stereo unspecified),x,-3,1,x,2,x,x,9
CN1c2ccc(Br)cc2[C@@H]2[C@@H](CCN2C(=O)C2CCCCC2)[C@@H]1CO,0.4,5,4,6,-1,2,0,5
c1ccc2c(Nc3ccc4c(c3)OCCO4)c3c(nc2c1)CCC3,x,4,x,29,x,2,0,x
CC1CCCCC12NC(=O)N(CC(=O)Nc1sccc1C(N)=O)C2=O (stereo unspecified),0.1,-3,-1,-7,2,2,5,-19
COc1ccccc1C(=O)N1CCN(c2nc3cc(C)cc(C)c3cc2C#N)CC1,1.1,x,-9,-25,1,1,-1,-8
Cc1ccc(CNC(=O)CCNC(=O)N2CCn3c2nc2ccccc23)cc1,x,-3,3,-2,1,-4,1,-1
C[C@@H]1CN([C@@H](C)CO)S(=O)(=O)c2ccc(C#CCN(C)C)cc2O[C@@H]1CN(C)C(=O)C1CCCCC1,-0.3,-2,5,6,10,1,2,0
N#Cc1c(-c2ccccc2)cc(C2CC2)nc1SCC(=O)O,-2.9,-9,-12,6,3,4,2,3
CCn1c(O)c(N=NC(=S)NCC2CCCO2)c2ccccc21 (stereo unspecified),1.2,3,x,-5,x,2,7,x
ONC(=Nc1ccccc1Cl)c1ccccc1Cl,-0.2,-3,x,-10,4,1,4,4
C[C@H](CO)N1C[C@H](C)[C@H](CN(C)Cc2ccc3c(c2)OCO3)Oc2c(NC(=O)NC3CCCCC3)cccc2C1=O,-0.1,-4,38,10,-7,1,-6,-1
CCOc1ccccc1CNC(=O)C1Cc2cc(S(=O)(=O)N3CCCCC3)ccc2N1C(C)=O (stereo unspecified),-0.2,1,-10,-12,2,1,1,1
CCOc1cc(C2C(C(=O)OCC(C)C)=C(C)N=C3SCCC(=O)N32)ccc1OC(C)=O (stereo unspecified),x,7,-7,x,-2,x,x,-5

# Compounds above with an NH in an aromatic ring (2):
SMILES,E-selectin induc,ARNT TACC3 PPI,esBAF inh,RAD52 anneal inh,PglD inh,CASP6 VEID inh,ERp5 block,RAD54 branch
Cc1ccc(C)c(N2CCN(C(=O)CN(C)S(=O)(=O)c3cnc[nH]3)CC2)c1,x,8,-3,x,1,x,x,-3
CCOC(=O)c1ccccc1Cc1nc2ccccc2c(=O)[nH]1,x,-18,x,-15,-7,1,3,-3

# Later entries.
SMILES,E-selectin induc,ARNT TACC3 PPI,esBAF inh,RAD52 anneal inh,PglD inh,CASP6 VEID inh,ERp5 block,RAD54 branch
CO[C@H]1CN(C)C(=O)c2cc(NS(=O)(=O)c3cn(C)cn3)ccc2OC[C@H](C)N(C)C[C@@H]1C,0.2,3,-4,x,-4,x,x,0
Cc1ccc(N(CC(=O)NC2CCCC2)C(=O)CCCC(=O)Nc2ccccn2)cc1C,x,-3,-2,-1,3,-5,-3,-15
CCN(CC)C1=N/C(=C\c2ccco2)C(=O)N1c1ccccc1,x,0,6,x,-2,x,x,-3
CCOc1ccc(CCNC(=O)c2nnc(Cc3ccc(F)cc3)o2)cc1OCC,-0.5,1,-4,-12,-6,-1,-4,-2
COc1cc2nc(SCC(=O)c3ccc(Br)cc3)n3nc(C)nc3c2cc1OC,x,0,x,-5,-4,4,-1,0
Cc1ccc(N2C(=O)N(CC(=O)N3c4ccccc4CC3C)C(=O)C2C)cc1 (stereo unspecified),0.0,6,7,-4,2,-3,-4,0
Cc1cc(C)c(S(=O)(=O)N2CCN=C2c2ccccc2)cc1C,x,0,-4,x,10,x,x,-17
O=C(Nc1cccc(F)c1)N[C@@H]1CC[C@H](CCNS(=O)(=O)c2cccc(Cl)c2)O[C@@H]1CO,-0.1,3,6,-18,-159,-7,-4,2
CO[C@H](CN(C)Cc1cc(F)ccc1F)[C@@H](C)CN([C@H](C)CO)S(=O)(=O)c1ccc(F)cc1,-0.2,1,-4,-10,1,-2,12,0
Cc1ccc(S(=O)(=O)NC(=O)NCC2CCN(S(=O)(=O)c3ccccc3)CC2)cc1,-0.1,-9,-8,-8,-2,-3,-1,3
Cc1n[nH]c(C)c1S(=O)(=O)N(CC(=O)Nc1ccc2c(c1)OCCO2)c1ccc(C(C)C)cc1,x,-3,-3,-14,2,1,1,-4
COc1ccc(S(=O)(=O)N2CCOCC2)cc1C(=O)Nc1nc2ccccc2s1,x,4,0,x,-3,x,x,4
Cc1cc(C)nc(NS(=O)(=O)c2ccc(NC(=O)CCC(=O)O)cc2)n1,x,-2,x,-3,-2,0,x,1
O=C(Nc1cccc2c1CCCC2)c1ccco1,x,1,4,-22,x,-1,5,x
COc1cccc(C(c2c(C)[nH]n(-c3ccccc3)c2=O)c2c(C)[nH]n(-c3ccccc3)c2=O)c1O,11,16,x,-4,x,5,-3,x
O=C(Nc1ccccc1)N[C@@H]1CC[C@H](CCNC(=O)c2ccccc2F)O[C@@H]1CO,-1.5,-3,-4,-8,1,-2,-2,-6
CCOc1cc(N2CCOCC2)c(OCC)cc1NC(=O)c1ccc(-n2ccnc2)c([N+](=O)[O-])c1,-0.3,14,-2,-4,5,9,-3,-19
CO[C@H]1CN(C)C(=O)c2ccc(NC(=O)Nc3ccccc3)cc2OC[C@@H](C)NC[C@@H]1C,0.1,-2,3,6,-3,-1,-5,3
Cc1nn(Cc2ccccc2)c(C)c1/C=N/NC(=O)CNc1cccc(C(F)(F)F)c1,x,-1,x,-13,x,2,0,x
COc1cc(/C=C2/C(=O)N(c3ccc(C(=O)O)cc3)N=C2C)cc(OC)c1O,0.0,12*,0,-70,-4,10,1,-22
Cc1ccc(CNC(=O)C2CCCN(c3nn4c(=O)cc(C)nc4s3)C2)cc1 (stereo unspecified),-1.7,1,x,-23,-1,-1,-6,1
CCCN1CCC(N(CCc2ccccc2)Cc2ccccc2)CC1,0.0,1,-4,-2,-1,-6,0,-9
CCOc1ccc(CCNC(=O)c2nnn(CC(=O)Nc3ccc(OC)cc3)c2N)cc1OCC,x,-6,-3,-5,-1,1,-1,-3
Cn1nnnc1SCC1=C(C(=O)O)N2C(=O)C(NC(=O)C3CC3c3ccccc3)C2SC1 (stereo unspecified),x,-10,x,-9,x,32,3,x
FC(F)(F)c1ccc(C2[C@H]3CN(Cc4ccc(-c5ccccc5)cc4)[C@H](c4ccccc4)C34CC2(c2ccccc2)C4)cc1 (stereo partly specified),0.0,x,x,-94,x,-4,2,x
COc1cc(C(=O)Oc2cccnc2)cc(OC)c1OC,x,2,-2,-5,8,-1,1,1
COc1ccc(-c2cn(CC[C@H]3CC[C@H](NC(=O)NC(C)C)[C@@H](CO)O3)nn2)cc1,-0.1,-6,-5,-8,3,2,6,-4
CC(C)(C)OC(=O)NCc1ccc(CNC(=O)c2[nH]cnc2C(=O)NC2CCN(C(=O)OC(C)(C)C)CC2)cc1,x,4,2,x,-5,x,x,-2
CC(CCc1ccccc1)NC(=O)C1CC1 (stereo unspecified),1.2,x,x,-2,0,0,0,1
O=C(CN(c1ccccc1)S(=O)(=O)c1ccc(F)cc1)N1CCCCCC1,x,2,0,x,5,x,x,2
C[C@H]1CN([C@@H](C)CO)C(=O)Cc2cc(NC(=O)NC3CCCCC3)ccc2O[C@H]1CN(C)S(C)(=O)=O,-16,-1,1,-4,-1,2,-2,4
CCN(CC(=O)Nc1ccc(NC(C)=O)cc1)C(=O)Cc1ccc(S(=O)(=O)N2CCOCC2)s1,x,-4,-5,-7,-3,1,2,3
COCC(=O)N(C)C[C@@H]1Oc2ncc(/C=C/c3ccccc3)cc2C(=O)N([C@@H](C)CO)C[C@H]1C,1.7,-4,-4,20,-1,-3,0,3
O=C(NCC1CCCCC1)c1ccc2nc([C@@H]3O[C@H](CO)[C@H](O)[C@H](O)[C@H]3O)[nH]c2c1,-0.3,x,6,-12,3,x,2,-5
COc1ccc(NC(=O)CSc2nc(N)c(C(=O)Nc3ccc(N(C)C)cc3)s2)cc1,x,5,33,x,4,x,x,18
C=CCSc1nc(N)c(C#N)c(-c2ccc(C)cc2)c1C#N,x,-9,10,x,-1,x,x,6

# Part of the list above, as tab-separated lines:
Molecule	E-selectin induc	ARNT TACC3 PPI	esBAF inh	RAD52 anneal inh	PglD inh	CASP6 VEID inh	ERp5 block	RAD54 branch
CCn1c(O)c(N=NC(=S)NCC2CCCO2)c2ccccc21 (stereo unspecified)	1.2	3	x	-5	x	2	7	x
ONC(=Nc1ccccc1Cl)c1ccccc1Cl	-0.2	-3	x	-10	4	1	4	4
C[C@H](CO)N1C[C@H](C)[C@H](CN(C)Cc2ccc3c(c2)OCO3)Oc2c(NC(=O)NC3CCCCC3)cccc2C1=O	-0.1	-4	38	10	-7	1	-6	-1

# More results follow:
SMILES,E-selectin induc,ARNT TACC3 PPI,esBAF inh,RAD52 anneal inh,PglD inh,CASP6 VEID inh,ERp5 block,RAD54 branch
COc1cc(OC)cc(C(=O)NCC(=O)OCC(=O)C(C)(C)C)c1,-0.2,10,8,-7,9,x,-6,-7
Cc1cc(C)cc(OCC(=O)OCC(=O)N2CCc3ccccc32)c1,-1.7,-1,x,-5,x,3,8,x
Cc1ccc(S(=O)(=O)N[C@H]2CC[C@H](CC(=O)NC3CCCCC3)O[C@@H]2CO)cc1,-0.1,-1,3,-4,0,0,3,0
FC(F)(F)C(Oc1nc(NC2CCCCC2)nc(N2CCOCC2)n1)C(F)(F)F,x,1,-7,x,1,x,x,-10
CC(C)CN1CCN=C1N(C)C,-0.1,-2,8,14,2,2,2,-7
CN(C)C(=O)c1ccc(-c2ccc3c(c2)[C@H]2[C@H](CCN2C(=O)C2CC2)[C@H](CO)N3C)cc1,0.1,6,-5,5,1,0,-5,3
O=C(c1ccccc1F)N1CC[C@@H]2[C@@H](CO)Nc3ccc(-c4ccccc4)cc3[C@@H]21,0.2,2,-6,22,1,0,2,0
O=C1C2C3C=CC(C3)C2C(=O)N1Cc1ccccc1 (stereo unspecified),x,2,9,x,22*,x,x,-12
O=C(Cn1nc(-c2ccco2)ccc1=O)Nc1cc(Cl)ccc1Cl,x,3,-1,-6,-7,-2,-2,5
